# Bioassay records deposited in PubChem BioAssay by several laboratories.
# Kir21 inh = inhibitors of mouse Kir2.1 inward-rectifier potassium channel; AID 1672, 2009; B-score at 10 µM; 310,000 tested, 0.85% active; HEK293-Kir2.1, FluxOR thallium flux fluorescence; hits give low values;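 active = fluorescence ratio B-score at or below minus 3 SD of library scores, with starting-brightness B-score within 2 SD, cut at about -4.2 in these data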;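 note: channel flux triggered by added potassium and thallium sulfate stimulus; B-score of peak minus minimum fluorescence over baseline after thallium stimulus; more negative B-score means stronger Kir2.1 block with less thallium influx; some compounds called inactive have numbers as strong as hits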
# Target sequence (P35561 whole entry, looked up): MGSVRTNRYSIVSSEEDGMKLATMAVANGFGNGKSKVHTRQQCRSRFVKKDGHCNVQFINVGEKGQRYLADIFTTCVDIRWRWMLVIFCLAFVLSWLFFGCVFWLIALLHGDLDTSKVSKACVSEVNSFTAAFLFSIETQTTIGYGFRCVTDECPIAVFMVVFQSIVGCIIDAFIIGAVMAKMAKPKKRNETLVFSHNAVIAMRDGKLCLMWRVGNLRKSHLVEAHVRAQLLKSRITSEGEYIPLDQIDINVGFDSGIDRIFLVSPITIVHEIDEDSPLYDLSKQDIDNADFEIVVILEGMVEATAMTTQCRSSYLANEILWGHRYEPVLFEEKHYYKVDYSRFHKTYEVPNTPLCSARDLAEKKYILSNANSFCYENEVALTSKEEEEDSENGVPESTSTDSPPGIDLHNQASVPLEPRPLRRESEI
# STK33 inh = inhibitors of purified STK33 kinase, primary screen, biochemical, ADP-Glo luminescence, homogeneous, cell-free. Serine/threonine-protein kinase 33 (Homo sapiens), Q9BYT3. MBP phosphorylation. inhibition, % at 10 µM. 320,000 tested, 0.073% active. AID 2661, 2010;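 active = inhibition at or above 25%, using the most active replicate where run in duplicate; inactive = inhibition below 25%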
# Target sequence (Q9BYT3 whole entry, looked up): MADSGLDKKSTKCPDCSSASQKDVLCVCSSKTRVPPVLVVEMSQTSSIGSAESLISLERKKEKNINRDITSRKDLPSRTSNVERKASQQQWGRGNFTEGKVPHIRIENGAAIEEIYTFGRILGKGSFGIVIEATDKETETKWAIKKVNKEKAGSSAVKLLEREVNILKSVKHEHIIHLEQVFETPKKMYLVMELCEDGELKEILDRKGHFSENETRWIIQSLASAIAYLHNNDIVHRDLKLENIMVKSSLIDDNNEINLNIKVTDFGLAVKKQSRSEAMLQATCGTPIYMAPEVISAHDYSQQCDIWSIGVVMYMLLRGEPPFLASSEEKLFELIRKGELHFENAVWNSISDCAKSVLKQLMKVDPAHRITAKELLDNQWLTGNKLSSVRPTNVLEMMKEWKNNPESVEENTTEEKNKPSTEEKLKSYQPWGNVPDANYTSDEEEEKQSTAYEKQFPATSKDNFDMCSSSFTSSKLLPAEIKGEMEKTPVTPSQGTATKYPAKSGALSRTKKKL
# Active calls of the source: *; / = no result given. Hits appear at their usual frequency; 0.84% or so of the library scored in one or more.
SMILES,Kir21 inh,STK33 inh
CCCNC(=O)C(Cc1cccc(OC)c1)NC(=O)c1ccc(C(C)(C)C)cc1 (stereo not given),/,0.2
COCCN1C(=O)N[C@@H](c2cccc(F)c2)C(C(C)=O)=C1C,0.09,-0.9
CCc1oc2c(C)c(O)ccc2c(=O)c1-c1ccc2ccccc2n1,0.66,-1.4
COc1ccc(NC(=O)C(=O)N/N=C/c2cc(C)n(-c3cccc(Cl)c3Cl)c2C)c(OC)c1,1.8,1.0
Cc1ccc(-n2cccn2)c(CN2CCCC(C(=O)c3ccc4c(c3)OCO4)C2)c1 (stereo not given),-0.05,-2.5
COc1ccc(N2CCN(c3oc(Cc4ccccc4)nc3C#N)CC2)cc1,-1,0.1
CCCS(=O)(=O)C/C(N)=N/OC(=O)c1ccc(Cl)cc1,-0.59,-0.5
O=C(O)C1C2CCC(C2)C1C(=O)Nc1ccccc1 (stereo not given),0.28,-0.4
C=CC(COCc1ccccc1)N(Cc1ccc(OC)cc1)S(=O)(=O)c1ccccc1Br (stereo not given),-0.1,0.0
O=C(NNC(=O)c1cc(O)c(O)c(O)c1)NC1CCCCC1,0.02,2.2
COc1c(/C=N/NC(N)=S)c(C)nn1-c1ccccc1,-0.12,-0.8
O=C(COc1ccccc1)NCC(=O)N/N=C/c1ccccc1,0.08,0.1
COc1ccc(-c2nnn(CC(=O)NC3CCCc4ccccc43)n2)cc1OC (stereo not given),0.03,0.0
Cc1cc(Cl)c(OCCCCN2CCOCC2)c(Br)c1,0.17,0.3
CNC(=O)c1cc(NC(=O)CCn2nc(-c3ccccc3)c3ccccc3c2=O)ccc1OC,2.2,-0.9

# Of the compounds above, two contain bromine.
SMILES,Kir21 inh,STK33 inh
C=CC(COCc1ccccc1)N(Cc1ccc(OC)cc1)S(=O)(=O)c1ccccc1Br (stereo not given),-0.1,0.0
Cc1cc(Cl)c(OCCCCN2CCOCC2)c(Br)c1,0.17,0.3

# One compound at a time (already shown):
# `Cc1ccc(-n2cccn2)c(CN2CCCC(C(=O)c3ccc4c(c3)OCO4)C2)c1` (stereo not given) across the screens: Kir21 inh: -0.05; STK33 inh: -2.5
# `COc1ccc(NC(=O)C(=O)N/N=C/c2cc(C)n(-c3cccc(Cl)c3Cl)c2C)c(OC)c1` across the screens: Kir21 inh: 1.8; STK33 inh: 1.0

# Next entries.
SMILES,Kir21 inh,STK33 inh
COc1ccc(OC)c(NC(=O)c2ccc(NC(C)=O)cc2)c1,-0.02,0.0
O=C(COC(=O)/C=C/c1ccc(S(=O)(=O)N2CCOCC2)cc1)Nc1ccc(F)c(F)c1F,/,1.0
CCN(CC)S(=O)(=O)c1ccc(NC(=O)Cc2cccs2)cc1,1,5.4
CCC(C)C(NC(=O)C1CCC(C)CC1)C(=O)NCc1cccnc1 (stereo not given),1.3,-1.4
CC(=O)Nc1cccc(C(=O)NNC(=O)c2n[nH]c(=O)c3ccccc23)c1,/,0.7
CC(C)(C)n1nnnc1C(c1cccc(C(F)(F)F)c1)N1CCOCC1 (stereo not given),1.3,-2.1
Cc1occc1-c1nnc(SCC(=O)NC2CC2)n1C,0,0.4
COCCn1cnnc1SCC(=O)Nc1cccc(S(=O)(=O)N(C)c2ccccc2)c1,-0.45,0.1
Cc1cccc(Nc2nc(C)nc3c2oc2ccccc23)c1,-1.5,0.1
Cc1cc(C(=O)Cn2nnc(-c3ccc(Cl)cc3)n2)c(C)n1CC1CCCO1 (stereo not given),0.31,0.5
CN(C)CC(C)(C)CNC(=S)NCc1ccc2c(c1)OCO2,-0.47,-0.2
Cc1ccc(S(=O)(=O)Nc2cc(Cl)ccc2-n2cncn2)cc1,/,-0.8
C=CC[C@@H](CC(=O)NCCO)C(=O)N[C@H](COC(=O)[C@@H](CC=C)Cc1ccc(F)cc1)Cc1c[nH]c2ccccc12,/,0.5
Cc1cccc(N2N=C(C(=O)Nc3nc(C)cs3)CCC2=O)c1,0.56,/
CCOc1cc2[nH]c(=S)n(CC3CCCN3CC)c(=O)c2cc1OCC (stereo not given),1.5,-0.7
COc1ccc(C(C(=O)NC2CCCC2)N(Cc2ccccc2)C(=O)c2snc(C(N)=O)c2N)cc1OC (stereo not given),-1.1,-0.4
CC(=O)c1cccc(NC(=O)c2cnccn2)c1,-0.59,-0.2
C=CCn1c(N2CCCC2)nc2c1c(=O)[nH]c(=O)n2C,-1.9,-2.7
c1ccc(COc2cccc(CN3CCN(c4ccccn4)CC3)c2)cc1,0,-1.4
CCC(=O)c1c[nH]c(C(=O)N2CCN(c3ccccc3)CC2)c1,-2.1,-0.3
O=C(CN1CCOCC1)NNc1nc(-c2ccccc2)c2cc(Br)ccc2n1,0.37,0.2
Cc1cc(=O)oc2cc(OCC(=O)NC3CCCCC3)ccc12,-0.63,-1.5
CC(=O)Nc1ccc(S(=O)(=O)N2CCN(CC(=O)NC3CCCC3)CC2)cc1,0.45,-1.0
CC(=O)Nc1ccc(S(=O)(=O)Nc2nc3ccccc3nc2-n2ccc(=NC(=O)c3ccc(F)cc3)cc2)cc1,-0.14,-1.4
CC(=O)Nc1ccc(N(C(=O)CNC(=O)c2ccco2)C(C(=O)NC2CCCC2)c2ccco2)cc1 (stereo not given),0.5,-0.6
FC(F)(F)c1cc(-c2ccccc2)nc(NCc2cccnc2)n1,0.43,0.3
c1cnn(-c2nc(N3CCOCC3)nc(N3CCOCC3)n2)c1,0.79,0.7
COc1ccc(C(=O)/C=C/Nc2cc(C)on2)c(OC)c1,0.34,-1.4
CC(C)(C)c1ccc(NC(=O)c2ccc(=O)[nH]n2)cc1,-0.49,-1.5
CCOc1ccccc1C(=O)OCC(=O)Nc1ccc(OC(F)F)cc1,-0.41,-1.4
CC1CC(C)CN(CCCNC(=O)Cc2c(C(=O)O)n(C)c3ccccc23)C1 (stereo not given),-0.44,-0.8
CCOC(=O)C1=C(C)NC(=S)NC1c1ccc(OCC(=O)N2CCCCCC2)cc1 (stereo not given),2.2,-1.4
CC(C)COC(=O)C1[C@H]2C(=O)N(Cc3cccs3)C[C@]23C=C[C@H]1O3 (stereo not given in full),0.51,-1.1
CN(C1CCCCC1)S(=O)(=O)Cc1ccccc1,-1.4,-0.1
COC(=O)c1cccc(C23CC4(C2)[C@H](CN(C)[C@@H]4c2ccccc2)C3c2ccccc2)c1 (stereo not given in full),-0.63,-0.7
COc1ccccc1N(CC(=O)NC1CCCCC1)C(=O)Cn1nnc(-c2ccc(C)o2)n1,-0.29,/
O=C(Cn1nc(-c2ccco2)ccc1=O)Nc1cc(Cl)ccc1Cl,0.46,1.6
COc1ccccc1N1CCN(C(=O)C(C)NC(=O)c2cccc([N+](=O)[O-])c2)CC1 (stereo not given),-0.71,-0.5
COc1cccc(CN2CC(C(=O)NCCN3CCOCC3)CCC2=O)c1 (stereo not given),0.18,-0.8
O=C1CC(c2ccc(F)cc2)Cc2nc(N3CCN(c4ccccc4)CC3)ncc21 (stereo not given),0.44,-2.6
CCC1=C(OC(=O)N(CC)CC)N2C(=O)OC(=NCCOC)[C@]2(Cc2ccccc2)[C@H]2C1=CC[C@H]1C(=O)N(C)C(=O)[C@H]12,-2.8,-1.2
O=C(O)COc1ccc(-c2nccc(-c3cccs3)n2)cc1,-0.31,1.5
COC(=O)c1ccc(NC(=O)c2ccc3nccnc3c2)cc1,0.18,-1.8
CC(C)CCNC(=O)CCn1c(=S)oc2ccccc21,-0.91,-2.5
Cc1ccc(C2CC(c3ccco3)n3nc(N)nc3N2)cc1 (stereo not given),0.32,0.6
Cc1[nH]nc2c1C(c1cccnc1)N(c1ccc(Br)cc1)C2=O (stereo not given),0.56,-2.0
O=c1cccc(-c2ccccc2)[nH]1,-0.06,-0.4
CCOc1ncccc1C(=O)OCC(=O)Nc1ccc(-c2nc3ccc(C)cc3s2)cc1,1.3,-0.5
CC(C)c1ccc(S(=O)(=O)c2nnn3c2nc(N2CCCCC2)c2ccccc23)cc1,0.11,-1.0
COc1ccc(NC(=O)c2cccc(Oc3ccccc3)c2)cn1,-1.5,-0.2
O=C(NCc1ccccc1)c1nc(S(=O)(=O)Cc2ccccc2)ncc1Cl,-1.9,-19
CC1(c2ccccc2Cl)NC(=O)N(CC(=O)Nc2ccc(N3CCOCC3)cc2)C1=O (stereo not given),/,-0.4
CCNc1nc(C)cc(COC)c1C#N,2.5,-0.4
O=C(Nc1cccc(C(F)(F)F)c1)c1n[nH]c(Cn2cncn2)n1,-0.17,0.1
COc1ccc(CC(=O)Nc2cccc(S(=O)(=O)N3CCOCC3)c2)cc1OC,/,-1.8
CCc1ccc(NC(=O)CSc2nc(O)cc(=O)n2C2CCCC2)cc1,2.7,-0.5
O=C(NCc1cccs1)c1ccncc1,0.03,-0.7
C=CCN(Cc1ccc(OC)c(OC)c1)C(=O)N1CCOCC1,-0.79,-2.2
Cc1cccc(OC(=O)c2cncc(Br)c2)c1,0.41,-2.6
O=C(NCCC1=CCCCC1)C1CCCN(S(=O)(=O)c2cccc3cccnc23)C1 (stereo not given),0.74,0.0

# (listing goes on)
SMILES,Kir21 inh,STK33 inh
CCc1ccc(-c2ccc(C(=O)O)cc2)nc1,-0.41,14
COC(=O)CCCCNC(=O)Nc1ccccc1,-0.12,-0.4
Cc1cn([C@@H](CCCCNC(=O)OC(C)(C)C)C(=O)NCCCCCCCCCCC(=O)N2CCN(C(=O)OC(C)(C)C)CC2)nn1,/,-1.4
CC(=O)Nc1ccc(/C(C)=N/Nc2nc(Nc3ccccc3)nc(N3CCOCC3)n2)cc1,-1.3,-1.4
CC(C)N(Cc1nccn1C)C(=O)c1ccc(OC2CCN(C(=O)C3CC3)CC2)cc1,-0.74,-0.9
Nc1nonc1-c1noc(-c2ccccc2)n1,-0.99,-0.2
COc1ccc(OC)c(C2NC(=O)c3sc(=S)n(-c4ccccc4)c3N2)c1 (stereo not given),0.97,-1.5
CCS(=O)(=O)N1Cc2ccccc2CC1C(=O)NCc1cccc(OC)c1 (stereo not given),0.07,0.0
N#Cc1ccc(Sc2ccccn2)c([N+](=O)[O-])c1,2.1,-2.1
Cc1nn(-c2ccccc2)c(C)c1/C=N/O,0.09,-1.9
COc1cc(OC)cc(C(=O)NC2CCCN(Cc3ccc(Cl)cc3)C2)c1 (stereo not given),-0.41,-0.9
Cc1c(NC(=O)C2Cc3ccccc3CN2C(=O)c2ccco2)c(=O)n(-c2ccccc2)n1C (stereo not given),0.4,-0.8
CCN(CCNC(=O)c1ccc2nc(-c3ccccc3NC(C)=O)c(=O)[nH]c2c1)c1ccccc1,2.2,3.3
Cc1cc(C)nc(SCC(=O)Nc2ccc(S(=O)(=O)N3CCCCC3)cc2)n1,2.2,-1.1
CCCC1=Nc2cc(C(=O)NCCCOC(C)C)ccc2Sc2ccccc21,0.57,0.1
COc1ccccc1N1CCN(C(=O)CN(C2CCCCC2)S(C)(=O)=O)CC1,0.23,-0.8
Cn1nnnc1SCC1=C(C(=O)O)N2C(=O)C(NC(=O)C3CC3c3ccccc3)C2SC1 (stereo not given),-0.58,0.0
Nc1ccc(O)c2c(=O)cc(-c3ccccc3Cl)oc12,0.38,-0.1
COc1ccc(Oc2ncnc3sccc23)cc1,1.4,0.9
Cc1ccc(S(=O)(=O)N(C)C)cc1NC(=O)Nc1ccccc1,0,-0.1
COc1cc(C)ccc1OCCOCCOc1c(C)cc(C)cc1Br,0.01,-1.6
CCOC(=O)c1c(-c2cccs2)csc1NC(=O)c1ccco1,-1.3,0.3
Cc1ccc(CNC(=O)C2CCC(=O)N(C3CCCC3)C2)c(F)c1F (stereo not given),-1.2,-0.3
CCOc1ccc(NC(=O)N2CCC(C(N)=O)(N3CCCCC3)CC2)cc1,-0.02,-1.5
CCCCCC(=O)Nc1cccc2ccccc12,-0.04,0.4
CNCCCCOc1ccccc1Cc1ccccc1,-8.8*,-0.7
COC(=O)c1cc(NC(=O)CC2SC(=Nc3ccccc3)N(CCc3c[nH]c4ccccc34)C2=O)cc(C(=O)OC)c1 (stereo not given),-1.5,-2.7
Cc1ccc(NC(=S)N=Nc2c(O)[nH]c3ccccc23)cc1,-0.27,-2.9
O=C(O)Cc1sc(Nc2cccc3ccccc23)nc1-c1ccc(F)cc1,-0.08,-0.3
O=C(NCC1CCCO1)c1cc(Br)c(Br)s1 (stereo not given),-0.12,0.5

# 5 neighbouring records from above:
SMILES,Kir21 inh,STK33 inh
CCOC(=O)c1c(-c2cccs2)csc1NC(=O)c1ccco1,-1.3,0.3
Cc1ccc(CNC(=O)C2CCC(=O)N(C3CCCC3)C2)c(F)c1F (stereo not given),-1.2,-0.3
CCOc1ccc(NC(=O)N2CCC(C(N)=O)(N3CCCCC3)CC2)cc1,-0.02,-1.5
CCCCCC(=O)Nc1cccc2ccccc12,-0.04,0.4
CNCCCCOc1ccccc1Cc1ccccc1,-8.8*,-0.7

# Continuation:
SMILES,Kir21 inh,STK33 inh
O=C(Oc1cccc(NC(=O)c2ccco2)c1)c1cccc(S(=O)(=O)N2CCCCC2)c1,0.31,-1.6
O=C(Nc1ncccc1O)c1cccc(S(=O)(=O)N2CCc3ccccc32)c1,-2.5,0.5
Cc1ccc(Nc2nnc(-c3ccc(N4CCOCC4)c([N+](=O)[O-])c3)c3ccccc23)cc1,-0.05,3.3
Cc1cc(C(=O)NCc2ccc(F)cc2)c2ccccc2n1,0.14,-1.6
